Screening results deposited in PubChem by several laboratories.
sEH inh: inhibitors of human soluble epoxide hydrolase; recombinant human sEH enzymatic activity assay; inhibition, % at 2 µM; hit rate 0.34% among 91,000; AID 707; in the data active = inhibition above about 80%; also: values of inactives mirror those of a sister screen read the other way; many of its hits are not listed in these tables
Mac1 fbg inh: CD11b/CD18-fibrinogen binding inhibition; hit rate 0.54% among 93,000; K562 CD11b/CD18 adhesion to fibrinogen, ATPlite luminescence; Mn2+ added to activate the integrin; inhibition, % at 10 µM; P05107+P11215;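 active = primary inhibition of 50% or more at 10 µM, then 40% or more on retest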; also: some results filed as inactive read as strong as hits
Candida biofilm: kills Candida albicans biofilms; C. albicans biofilm + clotrimazole, Alamar Blue; inhibition, % at 6 µM; hit rate 0.14% among 85,000; AID 834;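 active = inhibition above 20%; inactive = inhibition below 20%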;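 also: preformed 24 hr biofilms exposed to compound for 48 hr; 0% = biofilm without compound and 100% = blank killed by clotrimazole plus chlorhexidine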
MT1-MMP txn act: MT1-MMP promoter transcription activation. HT1080 MT1-MMP promoter luciferase reporter, luminescence, overnight; stronger effect = higher value. activation factor at 10 µM. hit rate 0.16% among 86,000;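 active = activation factor of at least 2 for MT1-MMP transcription at 10 µM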
Smad3 FoxH1 inh: inhibitors of human Smad3 transcription factor binding; P84022; TR-FRET Smad3/Dy647-FoxH1 peptide binding, europium anti-His; inhibition, % at 25 µM; hit rate 0.29% among 88,000; AID 630;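 active = compounds that reduce the energy-transfer binding signal between the protein and its labelled peptide by more than half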;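 also: 0% = Smad3 plus labelled peptide maximal FRET and 100% = peptide-only background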
Target sequence (P84022 whole entry, looked up): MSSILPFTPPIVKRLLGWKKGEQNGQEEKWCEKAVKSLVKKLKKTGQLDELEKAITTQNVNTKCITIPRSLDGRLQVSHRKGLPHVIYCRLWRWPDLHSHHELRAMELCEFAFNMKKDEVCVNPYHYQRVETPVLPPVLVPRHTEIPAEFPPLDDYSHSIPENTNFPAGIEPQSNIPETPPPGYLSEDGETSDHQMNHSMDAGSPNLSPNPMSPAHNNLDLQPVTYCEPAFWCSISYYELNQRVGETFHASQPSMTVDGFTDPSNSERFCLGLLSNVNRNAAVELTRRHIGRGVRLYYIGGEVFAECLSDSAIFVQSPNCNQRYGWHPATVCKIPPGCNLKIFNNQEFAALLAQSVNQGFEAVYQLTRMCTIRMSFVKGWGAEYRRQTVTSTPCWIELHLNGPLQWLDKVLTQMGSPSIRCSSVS
ERb coact inh: ER-beta (human) coactivator binding inhibition; Q92731; TR-FRET ER-beta LBD / SRC1-Cy5 peptide binding; receptor agonist-loaded with 1 µM estradiol; AID 633; inhibition, % at 25.6 µM; hit rate 1.3% among 86,000;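 active = compounds whose percent inhibition of the receptor-coactivator binding signal exceeds about 50% in the single-dose screen, limit read from the data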;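 also: 0% = receptor plus peptide wells without compound and 100% = peptide-only wells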
Target sequence (Q92731 whole entry, looked up, the tested form may be a part): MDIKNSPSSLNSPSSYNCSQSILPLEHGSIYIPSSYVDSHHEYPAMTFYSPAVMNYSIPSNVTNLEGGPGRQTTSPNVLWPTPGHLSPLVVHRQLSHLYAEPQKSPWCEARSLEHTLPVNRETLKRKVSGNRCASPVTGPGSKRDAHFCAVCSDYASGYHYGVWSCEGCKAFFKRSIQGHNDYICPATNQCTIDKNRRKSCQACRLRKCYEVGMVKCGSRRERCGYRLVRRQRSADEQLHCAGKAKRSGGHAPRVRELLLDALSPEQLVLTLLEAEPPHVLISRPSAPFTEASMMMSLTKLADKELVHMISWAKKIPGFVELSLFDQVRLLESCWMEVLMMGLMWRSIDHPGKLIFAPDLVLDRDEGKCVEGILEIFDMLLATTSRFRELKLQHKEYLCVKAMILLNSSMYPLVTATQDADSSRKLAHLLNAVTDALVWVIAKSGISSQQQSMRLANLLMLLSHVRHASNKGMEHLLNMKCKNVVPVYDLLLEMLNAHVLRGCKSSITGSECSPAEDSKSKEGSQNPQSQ
ERa coact pot: enhances coactivator binding to human estrogen receptor alpha | TR-FRET ERalpha-LBD/SRC-Cy5 coactivator binding, 2 h; 100 = basal binding, no effect | coactivator binding (% of control), % at 25.6 µM | P03372 | AID 639 | hit rate 1.3% among 86,000; in the data active = activity above about 200%;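 also: binding measured in presence of low estradiol as agonist stimulus; 0% = peptide alone without receptor and 100% = receptor with peptide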
Mac1 fbg enh: enhancers of human CD11b/CD18 binding to fibrinogen; AID 1499; P05107+P11215; K562 CD11b/CD18 adhesion to fibrinogen, ATPlite luminescence; hit rate 0.07% among 93,000; activation, % at 10 µM;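 active = 10 µM primary screen giving 50% or more activity, confirmed by 40% or more on retest at that dose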; also: strong numbers were not always called active; reference of the scale not given here
sEH activator: increases human soluble epoxide hydrolase activity; purified human sEH enzymatic activity, activator screen; activation, % at 2 µM; hit rate 0.04% among 91,000; P34913; in the data active = activation above about 37%; also: values of inactives mirror those of a sister screen read the other way
* = called active by the depositor; nt = not tested or not shown; [ ] = another dose, or the depositor's remark.

canonical_smiles	Candida biofilm	ERa coact pot	MT1-MMP txn act	Mac1 fbg inh	ERb coact inh	Mac1 fbg enh	Smad3 FoxH1 inh	sEH inh	sEH activator
CCC(=O)Nc1ccc(S(=O)(=O)N2CCc3ccccc3C2)cc1	14	91[fluorescence artefact?]	1	11	-2	-1	2	6	-1
C/C(N)=C(/C#N)C(=O)CSc1nnc(-c2ccccc2Br)o1	nt	nt	nt	10	nt	-5	nt	-22	19
Nc1nc(CN2CCN(c3ccccc3F)CC2)nc(Nc2ccccc2)n1	0	120	1.1	-14	-6	1	4	-2	2
CCOC(=O)C1CCCCN1Cc1ccc(F)c(Br)c1 (stereo unspecified)	nt	nt	1.1	16	nt	2	nt	-16	16
O=C(CSc1nc(O)cc(=O)n1-c1ccccc1)NC1CCCCC1	5	96	1.1	10	-11	-1	7	-7	8
CC(C)NC(=O)CCS(=O)(=O)c1ccc(Br)s1	2	91	1.2	-5	3	-5	2	-11	12
O=C(COc1ncnc2ccc(Br)cc12)Nc1ccc(N2CCOCC2)cc1	-5	101	1.1	-20	15[fluorescence artefact?]	-1	-6	17	-14
CCn1c(SCc2ccccc2)nnc1-c1ccc(S(=O)(=O)N2CCCCC2)cc1	6	116	1.1	32	1	-3	-5	0	2
COC(=O)c1ccc(Nc2nc(C)cc(=O)[nH]2)cc1	7	121	1.1	4	16	2	3	-2	-1
CC1CCCCC1NC(=O)CSc1nnc(N)s1 (stereo unspecified)	8	111	1.1	-10	-10	2	9	-8	12
O=[N+]([O-])c1cccc(-c2nc(-c3ccncc3)no2)c1	nt	nt	nt	-1	nt	11	nt	4	-2
Cc1nnc(SCC(=O)Nc2ccc(N3CCOCC3)cc2)n1-c1ccccc1	6	106	1.1	-25	-4	4	-3	0	0
c1ccc(C2=Nn3c(nnc3-c3cc(-c4ccccc4)n[nH]3)SC2)cc1	4	102	1.1	5	-3	6	7	-3	1
COc1cccc(-n2c(=O)[nH]cc(C(=O)Nc3ccc4c(c3)OCCO4)c2=O)c1	14	80[fluorescence artefact?]	1.1	nt	29[fluorescence artefact?]	nt	-12[fluorescence artefact?]	-8	8
O=C(Cn1c(SCC(=O)NC2CCCC2)nnc1-c1ccncc1)Nc1ccc2c(c1)OCO2	5	112	1	-8	0[fluorescence artefact?]	0	-5	-4	3
CCCc1cc(=O)[nH]c(SCC(=O)c2ccc(S(=O)(=O)N3CCCC3)cc2)n1	4	132	1.1	9	-5[fluorescence artefact?]	9	5	9	-7
Fc1ccccc1-n1[nH]nnc1=S	1	90	1.1	10	-22	1	2	-8	6
CCN(CC)CCCN(Cc1cc2cc(OC)ccc2[nH]c1=O)C(=O)Nc1ccc(F)cc1	4	101	1	4	-4	-1	3	-4	2
O=C(COc1ccc(Cl)cc1)NCCSc1ccccc1	-1	105	1.2	-20	0	-2	3	17	-19
Cc1ccc(C(c2nnnn2CC2CCCO2)N2CCN(C(=O)c3ccco3)CC2)cc1 (stereo unspecified)	2	133	1.1	nt	1[fluorescence artefact?]	nt	-6	9	-9
O=c1c2sc(-c3ccccc3)cc2nc2n1CCC2	1	102	nt	nt	-4	nt	2	4	-2
Cc1cccc(CCNS(=O)(=O)c2ccc(S(=O)(=O)N3CCCCC3)cc2)c1	6	103	1.2	-6	2[fluorescence artefact?]	0	-1	13	-15
Cc1c(CCO)c(=O)n(-c2ccccc2)n1S(=O)(=O)c1ccc(F)cc1	11	85	nt	-4	4	-3	-24	12	-10
COc1cc(/C=C2\S/C(=N/S(=O)(=O)c3ccc(C)cc3)NC2=O)c([N+](=O)[O-])cc1OC	5	91[fluorescence artefact?]	1.1	nt	1[fluorescence artefact?]	nt	7	-26	30
CC(C)C(=O)N1CCC(CN=Cc2c(O)n(C3CCCCC3)c(=O)n(C3CCCCC3)c2=O)CC1	-2	85[fluorescence artefact?]	1	9	5	-3	-9	10	-11
CCOC(=O)c1sc(NC(=O)Nc2ccc(Cl)cc2)cc1C	nt	nt	nt	64	nt	-8	nt	92*	-92
CCOC(=O)N1CCN(S(=O)(=O)c2ccc(Br)s2)CC1	4	105	1.3	-2	-7	3	6	-6	6
COc1cccc(O[C@@H]2O[C@@H]3COC(C)(C)O[C@H]3[C@H](O)[C@H]2NC(C)=O)c1	7	108[fluorescence artefact?]	1.2	nt	-8	nt	5	-4	6
O=c1c2ccccc2nc(SCc2cn3ccsc3n2)n1-c1ccc(F)cc1	5	122	1	-15	-3	1	8	-8	6
CCn1cnc2c(cnn2-c2ccccc2)c1=O	-3	96	1.3	4	-12	0	10	1	1

Full records, looked up by structure:
Profile of C/C(N)=C(/C#N)C(=O)CSc1nnc(-c2ccccc2Br)o1 : Candida biofilm = nt; ERa coact pot = nt; MT1-MMP txn act = nt; Mac1 fbg inh = 10; ERb coact inh = nt; Mac1 fbg enh = -5; Smad3 FoxH1 inh = nt; sEH inh = -22; sEH activator = 19
Profile of O=C(Cn1c(SCC(=O)NC2CCCC2)nnc1-c1ccncc1)Nc1ccc2c(c1)OCO2 : Candida biofilm = 5; ERa coact pot = 112; MT1-MMP txn act = 1; Mac1 fbg inh = -8; ERb coact inh = 0[fluorescence artefact?]; Mac1 fbg enh = 0; Smad3 FoxH1 inh = -5; sEH inh = -4; sEH activator = 3

Remaining list, next part:
canonical_smiles	Candida biofilm	ERa coact pot	MT1-MMP txn act	Mac1 fbg inh	ERb coact inh	Mac1 fbg enh	Smad3 FoxH1 inh	sEH inh	sEH activator
CCCCNC(=O)CCNS(=O)(=O)c1ccc(C)cc1	1	114	nt	-2	-6	0	-2	2	-4
CCS(=O)(=O)C(=C1NCCO1)S(=O)(=O)CC	8	61[fluorescence artefact?]	1	-29	13	4	3	6	-5
CC1CCCCN1C(=O)CSc1nc2ccsc2c(=O)n1Cc1ccccn1 (stereo unspecified)	10	102	1.2	nt	-15[fluorescence artefact?]	nt	7	11	-9
CCOC(=O)c1ccc(NC(=O)CSc2nc(NC(=O)c3ccccc3)c3c(C)c(C)oc3n2)cc1	9	87	1.1	-4	-14	56	-9	-9	6
COc1cccc(NC(=O)N2CCN(C(=O)C(Cc3ccc(OC)c(OC)c3)NC(C)=O)CC2)c1 (stereo unspecified)	5	127	1.1	nt	-2[fluorescence artefact?]	nt	-1	9	-8
CC(C)SCCCOc1ccc(C(C)(C)C)cc1	3	98	1.1	-1	-6	-3	7	1	-4
CC1CSc2nnc(CCc3ccccc3)n21 (stereo unspecified)	3	122	1.1	-3	-4	-2	6	4	-5
C=CCn1c(=O)c(C#N)cc2c(=O)n3ccccc3nc21	11	41[fluorescence artefact?]	1.2	3	57*	-5	8[fluorescence artefact?]	1	-1
COCCNC(C)C(=O)Nc1ccc(Br)cc1 (stereo unspecified)	0	97	0.9	-3	-6	0	-2	nt	nt
Cc1[nH]c(=O)[nH]c(=O)c1S(=O)(=O)N1CCCC(C(=O)N2CCC(Cc3ccccc3)CC2)C1 (stereo unspecified)	-2	103[fluorescence artefact?]	1.1	-7	-4	12	1	nt	nt
COc1ccc(S(=O)(=O)N2CCN(c3ccc(C)cc3C)CC2)cc1OC	17	94	1	85	-4	-11	3	-2	1
CCC(=O)Nc1c2c(nn1-c1cccc(Cl)c1)CSC2	0	102	1.1	nt	-3	nt	-1[fluorescence artefact?]	nt	nt
CCNc1cc2n(c(=O)n1)CCc1cc(OC)c(OC)cc1-2	1	98[fluorescence artefact?]	1	-11	-2	-1	-10	-9	9
CCOC(=O)Cn1c(=O)oc2cc(S(=O)(=O)N3CCC(N4CCCCC4)CC3)ccc21	11	107[fluorescence artefact?]	1.1	-6	-9[fluorescence artefact?]	0	5	0	-1
COc1ccccc1C(=O)N1CCC(C(=O)c2ccc(F)cc2)CC1	10	95[fluorescence artefact?]	0.9	1	7	-5	-4	9	-6
CSc1cc(-c2ccccc2)n(Cc2ccccc2Cl)c(=O)c1C#N	0	116	0.4	-11	9	-1	2	-17	16
Clc1cccc(N=C2NN=C(c3ccc4c(c3)OCCO4)CS2)c1	2	116	1.3	23	-4	5	3	12	-10
C=CCSc1nc2ccccc2c2nc(-c3ccccc3)nn12	3	116[fluorescence artefact?]	1.2	19	4	-2	8	2	2
CCOc1ccccc1NC(=O)c1ccccc1-c1nc(-c2ccccc2OC)no1	6	102	1.4	8	-1	-5	3	-5	5
COc1cc(OC)c(C2C(C#N)=C(N)Oc3cc(C)n(CCCN4CCOCC4)c(=O)c32)cc1OC (stereo unspecified)	6	121	1	-10	-7	-4	11	-13	11
CCn1c(SCC(=O)N2c3ccccc3Sc3ccc(Cl)cc32)nc2c1c(=O)n(C)c(=O)n2C	5	100	1	nt	-8	nt	3	2	3
Cc1cc(C)c2oc(-c3cccc(NC(=O)c4ccc(F)cc4)c3)nc2c1	5	114	1.1	-2	-3	-4	13	21	-22
Cc1c(-c2ccc(Cl)cc2)oc(=O)c2c(N)n(-c3ccccc3)nc12	nt	nt	nt	8	nt	8	nt	-7	9
CCOc1ccc(OCc2ccc(C(=O)Nc3cccnc3)o2)cc1	1	80[fluorescence artefact?]	1.6	11	12	-1	6	8	-5
CCc1ccc(NC(=O)CSc2nc3ccccc3c(=O)n2CCCC(=O)N2CCCC2)cc1	1	120[fluorescence artefact?]	1.1	-23	2[fluorescence artefact?]	-2	2	12	-15
Cc1cc(C)c(NC(=O)C2CCN(c3cnccn3)CC2)c(C)c1	0	111	1.2	nt	-5	nt	-1	8	-7
O=C(Nc1nccs1)NC(C(F)(F)F)C(F)(F)F	11	106	1	-18	-3[fluorescence artefact?]	-1	-6	2	-1
O=C(CSCc1cnn(-c2ccccc2)c1-n1cccc1)NCc1cccs1	2	112	nt	-8	-18	-2	4	-7	8
N#Cc1c(N)n[nH]c1CCCN	nt	nt	nt	-5	nt	-1	nt	17	-15
O=C(Cn1cnc2ccccc2c1=O)Nc1cccc(-c2nnc3n2CCCCC3)c1	-4	103	1	-7	-5	-4	19	-12	12
Cc1ccc(Nc2nc(N)nc(CN3CCCCCC3)n2)c(C)c1	8	100[fluorescence artefact?]	1.1	-1	5	-4	9	3	-2
CN(C)CCCOC(=O)CCc1ccccc1	9	128	1	-13	-15	2	1	4	-6
Cn1nnnc1SCC(=O)N(C1CCCCC1)C1CCCCC1	3	108	1.1	-10	51*[fluorescence artefact?]	1	-9	nt	nt
COC(=O)c1nn(-c2ccc(OC)cc2)c(=O)cc1Oc1ccccc1	nt	nt	nt	-10	nt	0	nt	-5	3
CCOC(=O)N1CCN(S(=O)(=O)c2ccc(F)c(C(=O)Nc3cccc(C)c3C)c2)CC1	6	107	1.2	nt	-7	nt	-3	29	-30
Nc1nnc(CC(=O)N/N=C/c2cccc([N+](=O)[O-])c2)s1	nt	nt	nt	-5	nt	-4	nt	1	0
CCOc1ccc(N=C2NC(=O)S/C2=C\c2ccc(OC)cc2)cc1	5	194	1.3	-4	50*	-11	3	-6	5
COc1ccc(OCC(=O)NC(=S)Nc2ccc(N3CCOCC3)c(Cl)c2)cc1	nt	nt	nt	44	nt	-8	nt	8	-5
CCOC(=O)Cc1csc2nc3sc(C)c(C)c3c(=O)n12	nt	140	1.1	0	2[fluorescence artefact?]	2	-2	1	4
CCOC(=O)COc1cc(Br)c(C2NC(=O)NC(C)=C2C(C)=O)cc1OCC (stereo unspecified)	6	102	1.1	-4	-11	-2	9	-17	16
CCCC(C)NS(=O)(=O)c1ccc(OC)c(C)c1 (stereo unspecified)	-5	89	1.1	-27	-3	2	-14	-14	16
COc1ccc2nc(NC(=O)c3cc(C)oc3C)sc2c1	-2	208*	1.4	nt	4	nt	4	-8	13
O=C(CN(Cc1ccccc1)S(=O)(=O)c1ccccc1)N1CCOCC1	8	76[fluorescence artefact?]	1.1	nt	24	nt	-5	-1	1
COC(=O)c1[nH]c2cccc(Cl)c2c1NC(=O)CN1CCCCC1C (stereo unspecified)	6	129	1	-17	-11	-1	-4	-4	3

Only part of the results is shown; the hit share may differ from the screen's.
